FLuc counter = counter-screen for miR-21 project: firefly luciferase inhibitors or activators; P08659; purified FLuc, Km substrates, luminescence inhibition; Potency, µM (doses to about 57.5 µM), for inactives: at the top dose activity change, negative = inhibition, hits mostly inhibitors; actives 6.9% (n = 360,000);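 also: potency is read from the fitted curve at half-maximal effect; plate controls were vehicle for no effect and reference inhibitor for full effect; nearly all actives have a fitted effect of over 55% in size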
Target sequence (P08659 whole entry, looked up): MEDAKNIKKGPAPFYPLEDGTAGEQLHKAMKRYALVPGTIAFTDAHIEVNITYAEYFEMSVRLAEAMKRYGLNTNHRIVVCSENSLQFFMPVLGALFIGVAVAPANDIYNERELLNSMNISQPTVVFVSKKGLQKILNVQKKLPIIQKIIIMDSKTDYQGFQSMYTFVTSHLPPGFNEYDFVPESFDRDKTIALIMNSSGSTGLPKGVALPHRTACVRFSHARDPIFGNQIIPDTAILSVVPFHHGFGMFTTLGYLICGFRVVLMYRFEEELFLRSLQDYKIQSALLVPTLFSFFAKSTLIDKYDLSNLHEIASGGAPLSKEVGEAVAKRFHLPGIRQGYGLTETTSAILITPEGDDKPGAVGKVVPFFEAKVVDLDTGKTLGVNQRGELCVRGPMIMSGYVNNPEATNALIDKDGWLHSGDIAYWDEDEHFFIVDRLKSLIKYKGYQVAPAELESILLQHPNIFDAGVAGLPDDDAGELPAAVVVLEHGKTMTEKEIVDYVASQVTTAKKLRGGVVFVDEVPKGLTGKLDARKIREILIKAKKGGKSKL
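Purified P. pyralis luciferase (10nM final) with 10uM D-luciferin and 10uM ATP (Km levels) in 50mM Tris acetate pH 7.5, 10mM Mg acetate, 0.01% Tween-20, 0.05% BSA; qHTS 6-point titration, ~60 µM downward; luminescence read.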
RORgamma inh = blocks mouse ROR gamma transcriptional activity; actives 5.4% (n = 310,000); P51450; Drosophila S2 Gal4-RORgamma UAS-luciferase reporter, 20 h; Potency, µM (series often up to 53.6 µM), for the others: top-dose activity change, negative = inhibition, actives largely listed as inhibitors; also: potency is read from the fitted curve at half-maximal effect; % is scaled to controls: 0 for no effect and ±100 for the full control effect; nearly all actives have a fitted effect of over 60% in size
Target sequence (P51450 whole entry, looked up, the tested form may be a part): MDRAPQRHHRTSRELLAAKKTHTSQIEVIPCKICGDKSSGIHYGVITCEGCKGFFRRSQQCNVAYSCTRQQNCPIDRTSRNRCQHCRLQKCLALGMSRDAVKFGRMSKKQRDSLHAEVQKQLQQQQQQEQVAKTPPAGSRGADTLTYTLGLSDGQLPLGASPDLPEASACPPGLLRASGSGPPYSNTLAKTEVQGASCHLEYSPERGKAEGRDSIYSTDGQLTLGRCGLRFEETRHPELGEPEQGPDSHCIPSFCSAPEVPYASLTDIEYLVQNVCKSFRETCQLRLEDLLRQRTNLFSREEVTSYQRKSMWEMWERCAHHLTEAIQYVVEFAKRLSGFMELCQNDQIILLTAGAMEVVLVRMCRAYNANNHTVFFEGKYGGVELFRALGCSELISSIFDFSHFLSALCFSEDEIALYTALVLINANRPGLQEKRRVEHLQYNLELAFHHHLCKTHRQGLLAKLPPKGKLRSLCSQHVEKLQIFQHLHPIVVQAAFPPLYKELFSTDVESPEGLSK
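Compounds are pin-transferred onto Drosophila Schneider cells expressing a copper-inducible Gal4–ROR gamma transactivation domain fusion. After 1 hr, copper sulfate is added to 700 uM final; luciferase is read 20 hr later.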
Rab9 promoter act = activates the Rab9 promoter. Huh7 Rab9 promoter-luciferase reporter, luminescence, 24 h. Potency, µM (top dose mostly 9.22 µM), for inactives: at the top dose activation, negative = inhibition, most hits filed as activators. actives 2.8% (n = 320,000); also: potency is read from the fitted curve at half-maximal effect; % of control where 0% means no effect; nearly all actives have a fitted effect of over 60% in size
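Cell-based reporter: Huh7 stable for Rab9 promoter-driven luciferase, plated in reduced-serum medium with 10% FBS at 1500 cells/well, compound-treated 24 h at 37 °C, luminescence read after 10 min reagent.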
KCNH2 3.1 inh = blocks the human KCNH2 3.1 channel isoform. U2OS KCNH2 3.1, thallium flux FluxOr; active compounds read low. activity change, % (tested at about 1.8 µM). actives 0.95% (n = 340,000);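 active = maximum activity change below -70%; inconclusive = maximum activity change from -70% to -50%; inactive = maximum activity change above -50%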;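 also: thallium influx rate constant from kinetic fluorescence after stimulation buffer; % is scaled to controls: 0 for no effect and ±100 for the full control effect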
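Virally transduced U2OS (3.1 isoform, 4 h infection in dark at RT) → overnight 37 C → FluxOr + Red40 in HBSS/HEPES, 45 min → stimulation buffer, 2 min kinetic read → rate constant vs DMSO controls.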
Giardia kill = kills Giardia lamblia; actives 0.15% (n = 340,000); AID 540267; activity change, % at 7.66 µM, hits read low; Giardia lamblia trophozoite viability; in the data active = activity change below about -80%; inconclusive = between about -30% and that limit;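 also: parasites exposed to compound for two days anaerobically before the ATP read; % is scaled to controls: 0 for no effect and ±100 for the full control effect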
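Giardia lamblia trophozoites (100 cells/well) were incubated with compounds for 48 h at 37 deg C under anaerobic conditions. Viability was read as ATP content by one-step luminescence after 15-30 min at room temperature.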
uPA generation = inhibitors of cell surface uPA generation. cell surface uPA generation assay, qHTS. Potency, µM (highest dose often 38.3 µM), for inactives: at the top dose activity change, negative = inhibition, most hits filed as inhibitors. actives 0.31% (n = 330,000). AID 540303; active = well fitted inhibition curve with a large enough effect; inconclusive = small, poorly fitted or top-dose-only effect; inactive = no such curve, though single readings can be large or run the other way; tested in mouse RAW 264.7 cells; also: potency is read from the fitted curve at half-maximal effect; % is scaled to controls: 0 for no effect and ±100 for the full control effect; nearly all actives have a fitted effect of over 55% in size
NPC1 promoter act = activators of NPC1 promoter. Huh7 NPC1 promoter luciferase reporter, 24 h. Potency, µM (doses to about 9.22 µM), for the others: at the highest dose activation, actives largely listed as activators. actives 2.4% (n = 320,000);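 also: potency is read from the fitted curve at half-maximal effect; % of control where 0% means no effect; nearly all actives have a fitted effect of over 60% in size; reporter is driven by a mutant NPC1 promoter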
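Huh7 cells stably carrying NPC1 promoter–luciferase, plated in Opti-MEM with 10% FBS for 2 h, were exposed to compound in DMSO for 24 h at 37 °C; luciferase reagent was added for 10 min and luminescence read.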
Tb PFK inh = blocks T. brucei phosphofructokinase. O15648. T. brucei PFK, ADP-Glo luminescence. Potency, µM (series often up to 57.5 µM), without a hit: at the highest dose activity, negative = inhibition, hits mostly inhibitors. actives 0.17% (n = 330,000). AID 485367;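 also: potency is read from the fitted curve at half-maximal effect; 0% = uninhibited 1x PFK enzyme wells and -100% = no-enzyme wells; nearly all actives have a fitted effect of over 60% in size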
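Compounds were pin-transferred as a titration series up to 57 uM into substrate buffer (0.5 mM F6P, 0.1 mM ATP, pH 8.0), then 1.25 nM PFK was added and reactions ran 45 min before ADP-Glo detection.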
VP16 counter = inhibits Gal4-VP16 luciferase reporter, ROR gamma counter-screen. Drosophila S2 Gal4-VP16 UAS-luciferase, luminescence, 20 h. Potency, µM (highest dose often 53.6 µM), inactives show at the top dose activity, negative = inhibition, actives largely listed as inhibitors. actives 3.5% (n = 310,000);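 also: Gal4-VP16 expression switched on by copper sulfate through the metallothionein promoter; potency is read from the fitted curve at half-maximal effect; % is scaled to controls: 0 for no effect and ±100 for the full control effect; nearly all actives have a fitted effect of over 50% in size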
FBPA coupling cs = coupling enzyme interference in Giardia aldolase counter-screen | activity change, negative = inhibition, % at 58.2 µM, hits read low | AID 2472 | actives 0.67% (n = 290,000) | coupling enzyme system counterscreen, AmpLite Red fluorescence; in the data active = activity change below about -30%; also: % is scaled to controls: 0 for no effect and ±100 for the full control effect
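Activity here indicates interference with the coupling reaction, not aldolase inhibition. Compounds at 57.5 uM final met coupling enzymes for 10 min at RT; substrate and AmpLite Red detection followed, with a 525/598 nm fluorescence read after 20 min.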
ELG1 genotox = inducers of genotoxicity in HEK293T ELG1-luciferase cells; HEK293T ELG1-luciferase reporter, luminescence, 16 h; Potency, µM (titrated, usually from 46 µM), without a hit: top-dose activity change, positive = activation, usual class: activators; actives 1.3% (n = 330,000); AID 504466; also: potency is read from the fitted curve at half-maximal effect; % of control where 0% means no effect; nearly all actives have a fitted effect of over 60% in size
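Reporter readout depends on ELG1 protein level, which increases with genetic stress. After 16 hr compound exposure at 37 °C, luciferase activity was quantified using ONE-Glo.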
The depositor's hits bear a star; ? = inconclusive; · = not tested or not shown; & = joins results of further samples; [ ] = dose if it differs, or a comment. Unless noted, calls follow the shape of the dose curve; as a rule, active = well fitted curve in the direction sought with a large enough effect; inconclusive = small, poorly fitted or top-dose-only effect, or another doubt; inactive = no such curve, though single readings can be large; an effect the other way counts as inactive or inconclusive.

SMILES	FLuc counter	RORgamma inh	Rab9 promoter act	KCNH2 3.1 inh	Giardia kill	uPA generation	NPC1 promoter act	Tb PFK inh	VP16 counter	FBPA coupling cs	ELG1 genotox
O=C(Nc1ccc([N+](=O)[O-])cc1)N1CCN(C(=O)C2CCCO2)CC1 (stereo not given)	4%	-1%	5%	4	-29	3%	-2%	-3%	-4%	·	0%
Oc1ccc(/C=C/c2ccc3cccc(O)c3n2)cc1Br	17µM*	3.2µM*	29%	11	-2	?	16%	0%	18µM*	-5	18µM*
O=C(Nc1ccc(N2CCN(c3ccc(O)cc3)CC2)cc1)Oc1ccccc1	5%	-6%	-3%	4	4	-21%	-1%	6%	9%	-1	-5%
CC1CCCCC12NC(=O)N(CC(=O)Nc1sccc1C(N)=O)C2=O (stereo not given)	0%	·	-1%	5	-1	5%	-3%	-1%	·	·	5%
O=C(O)CCC(=O)NNC(=O)c1cccs1	4%	-4%	1%	2	-1	-6%	1%	-1%	4%	-3	0%
CS(=O)(=O)N1CCC(c2noc(-c3ccc(C(F)(F)F)cc3)n2)CC1	11%	?	-7%	28	20	5%	-1%	-2%	10µM*	2	?
CCOc1ccc2nc(SCC(=O)N(C)C)[nH]c2c1	19µM*	3%	3.5µM*	-8	-6	-2%	4µM*	2%	-5%	1	16µM*
CCc1ccc(OCC(=O)NNC(=O)Cc2ccc(S(=O)(=O)N3CCOCC3)s2)cc1	-3%	·	-2%	-3	-5	4%	1%	-1%	·	·	1%
O=S(=O)(c1ccc(Oc2ccc(-c3nnco3)cc2)nc1)N1CCC(Cc2ccccc2)CC1	0%	-1%	4%	4	-14	-2%	-2%	-2%	-1%	2	4%
CCCS(=O)(=O)N1CCC(C(=O)NCCCN2CCCC2=O)CC1	-1%	-3%	-1%	-8	10	6%	1%	-2%	-1%	0	-1%
COc1ccc(CCNS(=O)(=O)c2cccc3cccnc23)cc1OC	-2%	-24%	-1%	16	16	-13%	1%	4%	-6%	-1	2%
CN(C)c1ccc(C(=O)NC2(N3CCC3=O)CCCC2)cc1	?	6%	-11%	-1	-7	6%	0%	-16%	-8%	-3	4%
COc1cc(CNCCCN2CCOCC2)cc(Br)c1OCC(=O)N1CCCCC1	-3%	24%	7%	15	3	·	-1%	0%	-4%	-4	3%
O=C(NCCc1ccccc1)C(=O)NCC1CCCO1 (stereo not given)	-21%	13%	3%	-11	-9	-10%	12%	0%	17%	7	?
Cc1cc(C)cc(-c2nnc(SCC(=O)N3CCN(C(=O)c4ccco4)CC3)o2)c1	-9%	33%	-10%	3	14	-3%	-6%	0%	3%	2	-8%
COc1ccc(CNC(=O)COc2cccnc2[N+](=O)[O-])cc1OC	1%	-3%	-3%[1.84 µM]	-16	?	-4%	2%	-2%	8%	-1	7%
CC1CCCN(c2nc3ccccc3nc2C(C#N)S(=O)(=O)c2cccs2)C1 (stereo not given)	-2%	20%	-8%	-20	6	-10%	1%	-1%	11%	-7	-17%
CCOC(=O)N1CCC(n2c(SCC(=O)NCCc3ccc(S(N)(=O)=O)cc3)nc3ccccc3c2=O)CC1	-4%	-18%	-1%	18	-12	·	-3%	2%	3%	2	-3%
CCOC(=O)CSC1=N/C(=C\c2cc(OC)c(OC)c(OC)c2)C(=O)N1C	4%	6%	-2%	2	17	20%	-1%	2%	-9%	3	3%
CCOc1ccc(-c2cc3nc(C4CCN(C(=O)OC(C)(C)C)CC4)c(C(=O)O)cn3n2)cc1	-12%	?	-1%	3	-11	·	2%	1%	-20%	0	-4%
Cc1cccc(Nc2nc(N)nc(CSC(=S)N3CCOCC3)n2)c1	-4%	?	?	-1	7	8%	?	-2%	8%	0	17%
COc1ccc(-c2ccc([C@H]3[C@@H]4C=CCC[C@@]4(C)C(=O)N3Cc3ccccc3)c(F)c2)cc1	0%	27%	-10%	-11	-3	?	1%	-3%	-5%	-1	-8%
Cc1ccccc1/C(N)=N/OC(=O)N1c2ccccc2Sc2ccccc21	1%	?	3%	8	16	·	6%	0%	?	0	-1%
C[C@H](CO)N1C[C@H](C)[C@@H](CN(C)S(C)(=O)=O)Oc2ccc(NC(=O)c3ccncc3)cc2C1=O	·	·	·	-15	-14	0%	·	1%	·	·	0%
CC(=O)c1c(C)oc2ccc(NS(=O)(=O)c3ccccc3)cc12	-1%	14%	-6%	11	7	1%	-1%	3%	-23%	-1	-13%
O=C1NC(Cc2ccccc2)c2nc3cc(F)ccc3c(=O)n2-c2cc(Cl)ccc21 (stereo not given)	8%	·	-9%	·	·	·	2%	-1%	·	·	1%
O=C(N/N=C1\CCc2ccccc21)c1ccc(O)cc1	7.6µM*	25%	2.8µM*	3	-6	-4%	2.8µM*	-16%	-1%	4	4.6µM*
Cc1ccc(Nc2nc(N)nc(CN3CCN(C(=O)c4ccco4)CC3)n2)cc1Cl	-2%	35%	1%	-94*	6	-9%	-11%	-6%	0%	-1	1%
Cc1nc2ccccc2nc1OCC(=O)Nc1ccc(F)cc1	-1%	16%	2%	3	4	-2%	-6%	2%	-3%	2	0%
CCn1c(=O)c(C(=O)NCc2cccnc2)c(O)c2ccccc21	5%	3%	1%	-5	-5	-1%	-4%	1%	-10%	1	1%
CC(=O)c1cccc(N2C(=O)CC(N3CCN(S(=O)(=O)c4ccccc4F)CC3)C2=O)c1 (stereo not given)	·	·	·	17	3	-1%	·	-5%	·	·	1%
COC(=O)C1(NC(=O)NC2CCCCC2)CCCCC1	-5%	21%	0%	1	-5	-4%	1%	-5%	-8%	0	1%
CN(C)CC(O)COC(c1ccccc1)c1ccccc1 (stereo not given)	0%	-14%	-6%	-3	-2	3%	-4%	1%	-8%	3	-2%
O=C(NCCN1CCOCC1)C1CCN(S(=O)(=O)N2CCCC2)CC1	-1%	-5%	1%	0	-16	3%	-9%	-3%	1%	2	0%
CC1=CC(=O)[C@H]2C(C)(C)CCC[C@]2(C)[C@@]1(O)CO	2%	26%	-2%	3	6	5%	-3%	2%	15%	0	0%
COc1cccc(C(=O)COc2ccc3c(C)cc(=O)oc3c2)c1	-19%	-22%	-24%	7	25	?	-34%[inhibitor]	-2%	-2%	0	-3%
Cc1cc(C)nc(NC(=O)C(C)N2C(=O)c3ccccc3C2=O)n1 (stereo not given)	1%	1%	0%	2	13	-4%	12%	2%	-3%	0	-5%
Cc1ccc(NNC(=O)CCc2ccccc2)c(C)c1	2%	4%	10%	0	2	3%	-1%	21%	16%	4	11%
Cc1cccn2c(=O)c(C(=O)NCCCN3CCCCC3C)c(O)nc12 (stereo not given)	-1%&-3%	-19%	0%	2	9	-1%	2%	3%	-7%	-4	1%
COc1cccc(NC2c3ccccc3C(=O)N2Cc2ccco2)c1 (stereo not given)	4%	34%	-6%	12	?	-29%	-3%	2%	2%	-2	0%
CC(C)c1ccc(NC(=O)N(CCc2nc3ccccc3[nH]2)C2CCCC2)cc1	7.6µM*	-7%	4%	-5	9	-1%	7%	-5%	?	-13	2%
Cc1cc(C)c2c(C)[nH]nc2n1	2%	0%	-2%	-9	1	-1%	-2%	-4%	-4%	3	0%
COc1ccc(N2C(=O)CC(NCc3cccc(F)c3)C2=O)cc1 (stereo not given)	2%	-1%	-6%	2	4	-1%	-2%	7%	-7%	0	4%
COC(=O)CN(c1ccc(F)cc1)S(=O)(=O)c1ccccc1	4%	-14%	4%	3	-16	-2%	-3%	0%	5%	6	0%
CC1(C)CC(=O)N(CC(=O)N2CCN(c3ncccn3)CC2)c2ccccc2S1(=O)=O	7%	9%	0%	3	-5	16%	-1%	-1%	-3%	3	-10%
CC(C)Nc1c(N)c(=O)oc2ccccc12	-2%	8%[10 µM]	-9%	5	4	-2%	-4%	-4%	-5%	0	-5%
CCOc1ccc(C(=O)NC2CCN(C(=O)N3CCCC3)CC2)cc1	2%	30%	12%	-3	-1	1%	0%	1%	2%	-1	5%
Cc1nnsc1C(=O)Nc1ccc(S(=O)(=O)N2CCC(C)CC2)cc1	2%	27%	-18%	6	-8	1%	-11%	-5%	-28%	2	3%
CCC(C)N(C(=O)COC(=O)CN=C1NS(=O)(=O)c2ccccc21)C1CCS(=O)(=O)C1 (stereo not given)	0%	·	-1%	15	-4	16%	-4%	0%	·	·	0%
CCCN1c2cccc3cccc(c23)S1(=O)=O	-14%	14%	0%	·	-4	4%	0%	-5%	-19%	-1	3%
Cc1[nH]c2ccccc2c1C(=O)C(C)OC(=O)C1CCC1 (stereo not given)	-1%	·	-33%[inhibitor]	24	7	1%	4%	26%	·	·	2%
